MC4R barr agon: activates human MC4R beta-arrestin recruitment; P32245; hit rate 0.98% among 360,000; AID 540308; activation, % at 8.9 µM; U2OS MC4R beta-arrestin complementation, luminescence; percent of melanotan II response, DMSO zero;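 active means activation above a per-plate cutoff, the mean activation of sample wells on that plate plus 3 SD, cut at about 8% in these data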
NR2F2 inh: blocks human COUP-TFII nuclear receptor. HEK293T NGFI-A luciferase reporter, luminescence. inhibition, % at 8.6 µM. hit rate 0.7% among 370,000. P24468. AID 686940;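 active means inhibition above a per-plate cutoff, mean inhibition of test wells between control levels plus 3 SD, cut at about 38% in these data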;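 further: cells cotransfected with COUP-TFII expression vector driving the NGFI-A reporter; 0% = median of COUP-TF2 test wells and 100% = reporter-only cells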
MC4R antagonist: human MC4R antagonism in cAMP assay; MC4R-expressing cells, MTII-stimulated cAMP, LANCE TR-FRET; inhibition, % at 6.5 µM; hit rate 0.48% among 360,000; AID 540295;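 active means inhibition above its plate's cutoff, the mean of tested wells on that plate plus 3 SD, cut at about 29% in these data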;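 further: 0% = Melanotan II alone and 100% = Melanotan II plus saturating MCL0020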
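Assay system: U2OS-MC4R stable cell line; Also added: Melanotan II; Technique: Eu-cAMP/anti-cAMP TR-FRET, emission 671 nm; Times: 30-min compound, 1-h challenge, 1-h detection, room temperature.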
LRH-1 inv ag: suppresses constitutive activity of human LRH-1. hit rate 0.13% among 360,000. inhibition, % at 3.6 µM. HEK293T StAR-luciferase reporter, LRH-1 transfected, 24 h;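 active means inhibition above the mean inhibition of all tested compounds plus 3 SD, cut at about 73% in these data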;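 further: 0% = DMSO wells and 100% = reporter-only cells lacking LRH-1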
EBV LMP1 NFkB: Epstein-Barr LMP1 NF-kappaB reporter inhibition. LMP1-induced NF-kappaB luciferase reporter cells, luminescence. inhibition, % at 12.5 µM. hit rate 0.69% among 350,000; in the data active means inhibition above about 41%; inconclusive means no clear call, values can overlap the other calls;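 further: 0% = neutral control wells and 100% = reference inhibitor control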
SRC3 inh: inhibitors of human steroid receptor coactivator 3 (SRC3). AID 588352. Q9Y6Q9. HEK293 GAL4-SRC3 luciferase reporter, luminescence. inhibition, % at 3.6 µM. hit rate 0.17% among 360,000;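 active means inhibition above a per-campaign cutoff, the mean of all compounds plus 3 SD, cut at about 60% in these data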;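 further: 0% = DMSO-treated cells and 100% = gossypol-treated cells at 36 µM; higher means less SRC3-driven luciferase light from the GAL4 reporter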
NCOA2 inhibitor: human SRC2 (NCOA2) inhibition; HEK293 GAL4-SRC2 luciferase reporter, luminescence; inhibition, % at 9 µM; hit rate 0.17% among 370,000; AID 651957;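 active means inhibition above the mean inhibition of all tested compounds plus 3 SD, set per campaign, cut at about 52% in these data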;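 further: 0% = DMSO treated cells and 100% = cells given Gossypol at 36 µM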
NOD2-RIPK2 inh: inhibitors of human NOD2-RIPK2 interaction; O43353; CHO BLA complementation NOD2-RIPK2, CCF4 ratio; inhibition, % at 4.98 µM; hit rate 0.38% among 360,000; AID 624267; in the data active means inhibition above about 21%;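 further: 0% = vehicle only and 100% = reference blocker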
TLR9-MyD88 inh: blocks human TLR9 binding to MyD88; Q9NR96+Q99836; CHO BLA complementation TLR9-MyD88, CCF4 FRET ratio; inhibition, % at 4.98 µM; hit rate 0.21% among 340,000; AID 504734;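 active means inhibition above the mean over all tested compounds plus 3 SD, cut at about 21% in these data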;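 further: 0% = DMSO only wells and 100% = clavulanate BLA inhibitor control wells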
NCOA1 inh: inhibits human SRC1 coactivator; Q15788; HEK293 GAL4-SRC1 luciferase reporter, luminescence; inhibition, % at 3.6 µM; hit rate 0.12% among 360,000;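 active means inhibition above the campaign mean plus 3 SD, with each screening campaign given its own cutoff, cut at about 60% in these data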;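 further: 0% = DMSO treated cells and 100% = gossypol at 36 µM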
ABHD5-PLIN5 inh: ABHD5-PLIN5 protein interaction inhibition; Q00G26+Q8WTS1; Split G. princeps luciferase complementation, luminescence, 4 h; inhibition, % at 4 µM; hit rate 0.78% among 360,000; AID 602281;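 active means inhibition above the mean inhibition across every tested compound plus 3 SD, cut at about 22% in these data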;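 further: 0% = DMSO only wells and the 100% control is not disclosed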
An asterisk follows results filed as active; ? = inconclusive; / = no result given. Not all compounds are listed (hit frequency here may not be typical).

1: O=c1c2c(ncn2C2CCCC2)n(Cc2ccccc2)c(=O)n1CCOc1ccc(Br)cc1
2: Cc1ccc(C)c(N(C(=O)CNC(=O)c2ccco2)C(C(=O)NCC2CCCO2)c2ccccc2)c1 (configuration not stated)
3: CC1=NN(C(C#N)c2cccc([N+](=O)[O-])c2)C(C)(C)C1 (configuration not stated)
4: O=C(Oc1c(CN2CCOCC2)cc(Cl)c2cccnc12)c1ccccc1Cl
5: Cc1ccsc1/C=N/NC(=O)c1ccc([N+](=O)[O-])cc1
6: Cc1nc(SC2C=CS(=O)(=O)C2)n[nH]1 (configuration not stated)

Screen / compound no.	1	2	3	4	5	6
MC4R barr agon	-0.4	-0.3	-0.2	-2.2	-2.6	-1.4
NR2F2 inh	-3	-5	8	8	-22	/
MC4R antagonist	17	1	10	10	-1	4
LRH-1 inv ag	12	5	-2	1	-27	7
EBV LMP1 NFkB	0	-5	1	71*	-4	-3
SRC3 inh	13	10	28	19	-23	3
NCOA2 inhibitor	-8	6	-17	1	-53	/
NOD2-RIPK2 inh	-5	0	12	-5	3	15
TLR9-MyD88 inh	2	2	2	-6	0	5
NCOA1 inh	2	3	10	-5	-48	-4
ABHD5-PLIN5 inh	-12	10	-1	2	-5	6

7: COc1ccccc1C1C2C(=O)N(c3ccccc3)C(=O)C2ON1c1ccccc1 (configuration not stated)
8: CCC(Oc1ccc(Cl)cc1)C(=O)N1CC(=O)Nc2ccccc21 (configuration not stated)
9: CCN(C[C@H]1N[C@@](CC)(C(=O)OC)[C@H]2C(=O)N(Cc3ccccc3)C(=O)[C@@H]12)C(=O)c1ccc(C(C)(C)C)cc1
10: O=C(Cn1cccc1C(=O)c1ccccc1)NCCCN1CCc2ccccc2C1
11: Cc1ccc(S(=O)(=O)N2CCCCC2)cc1C(=O)NCCc1ccccc1
12: COc1ccc(-c2[nH]ncc2/C=N\NS(=O)(=O)c2ccc(Cl)cc2)cc1

Screen / compound no.	7	8	9	10	11	12
MC4R barr agon	1.6	-2.5	-1.7	-0.8	0.1	-0.6
NR2F2 inh	5	-5	15	7	-2	/
MC4R antagonist	11	4	41*	19	1	2
LRH-1 inv ag	1	19	2	3	-2	14
EBV LMP1 NFkB	5	-12	-1	3	-3	?
SRC3 inh	-3	19	2	-13	4	3
NCOA2 inhibitor	20	0	-20	-22	-1	/
NOD2-RIPK2 inh	-6	-12	8	-6	-1	0
TLR9-MyD88 inh	-19	-7	45*	-2	0	-2
NCOA1 inh	-12	-48	-13	-12	-37	-3
ABHD5-PLIN5 inh	0	3	-4	-1	-2	1

13: CCOc1cc(C(=O)N(C)CC(=O)Nc2cccc(F)c2)ccc1OCC(=O)N1CCCCC1
14: COc1ccc(NC(=S)N2CCN(S(C)(=O)=O)CC2)cc1OC
15: CN(Cc1ccc(Cl)c(Cl)c1)C(=O)c1cccc(S(=O)(=O)N2CCN(Cc3ccccc3)CC2)c1
16: CC(=O)c1ccccc1NS(=O)(=O)c1cccc2nonc12
17: Cc1cc(=O)oc2cc(NC(=O)COc3ccccc3[N+](=O)[O-])ccc12
18: COc1ccc(N2CCN(C(=O)C(Cc3ccccc3)NC(=O)c3ccccc3)CC2)cc1 (configuration not stated)

Screen / compound no.	13	14	15	16	17	18
MC4R barr agon	-2.0	-1.6	-1.0	-0.8	0.1	1.5
NR2F2 inh	6	-4	21	5	6	20
MC4R antagonist	16	2	4	-2	1	9
LRH-1 inv ag	0	1	12	11	15	-4
EBV LMP1 NFkB	-10	-3	7	0	3	-4
SRC3 inh	7	11	26	0	-3	6
NCOA2 inhibitor	9	-14	15	-27	12	14
NOD2-RIPK2 inh	-1	-3	-4	-15	-6	7
TLR9-MyD88 inh	7	-6	-9	-13	2	-5
NCOA1 inh	1	3	-1	-15	5	-11
ABHD5-PLIN5 inh	0	-3	6	2	0	-4

19: CCOc1ccccc1NC(=O)CC1(CC(=O)N2CCOCC2)CCCC1
20: CCOc1cc(C(=O)OCC(=O)c2c[nH]c3ccccc23)ccc1OCC(=O)N1CCOCC1
21: CSc1cccc(NC(=O)Nc2ccccc2)c1
22: Fc1ccc(C(CCCn2nnc(-c3cccnc3)n2)c2ccc(F)cc2)cc1
23: CCN(CC)CCCN(Cc1cc2cc3c(cc2[nH]c1=O)OCO3)C(=S)Nc1ccccc1
24: O=C(NCCCCNC(=O)c1c(F)c(F)c(F)c(F)c1F)c1c(F)c(F)c(F)c(F)c1F

Screen / compound no.	19	20	21	22	23	24
MC4R barr agon	-2.3	-1.9	1.0	2.3	-2.6	-2.2
NR2F2 inh	-16	-3	-31	26	10	4
MC4R antagonist	15	-1	-4	5	9	7
LRH-1 inv ag	15	-7	-35	1	3	2
EBV LMP1 NFkB	3	-5	-15	4	-20	-1
SRC3 inh	6	8	-20	9	15	6
NCOA2 inhibitor	4	2	-9	35	3	0
NOD2-RIPK2 inh	-8	-7	-15	-6	-6	-3
TLR9-MyD88 inh	-1	4	-1	4	1	-3
NCOA1 inh	-7	1	-24	15	-8	-16
ABHD5-PLIN5 inh	-7	4	-2	3	2	1

25: CC(C)c1ccccc1NC(=S)NC(=O)C1CCCCC1
26: Cc1ccccc1CN1C(=O)c2ccccc2C1c1nnnn1C(C)C (configuration not stated)
27: CCCC1(c2ccccc2)NC(=O)N(CC(=O)Nc2ccc3c(c2)OCCO3)C1=O (configuration not stated)
28: NS(=O)(=O)c1cnccc1NCCc1ccccc1
29: CCOC(=O)c1ccccc1Nc1cc(C)nc2nc(C)nn12
30: CC(C)C[C@H](NC(=O)c1[nH]cnc1C(=O)N[C@H](C)c1ccccc1)C(=O)OC(C)(C)C

Screen / compound no.	25	26	27	28	29	30
MC4R barr agon	5.6	/	-0.4	-1.1	1.2	0.7
NR2F2 inh	14	10	-7	3	3	14
MC4R antagonist	12	/	-1	5	1	9
LRH-1 inv ag	-1	16	16	-7	27	5
EBV LMP1 NFkB	-3	/	-3	/	-3	-16
SRC3 inh	-14	/	-15	-1	22	0
NCOA2 inhibitor	14	4	-1	-1	-14	11
NOD2-RIPK2 inh	-3	-12	1	-16	2	-8
TLR9-MyD88 inh	-11	/	-2	/	-5	-2
NCOA1 inh	2	/	-1	-2	-4	7
ABHD5-PLIN5 inh	-4	-6	-2	0	4	-5

31: Cc1snc(SCC(=O)N/N=C(\N)COc2cccc(C(F)(F)F)c2)c1C#N
32: O=C(Nc1ncn[nH]1)c1ccc(S(=O)(=O)N2CCOCC2)cc1
33: N#Cc1cc([N+](=O)[O-])c(-n2nnc3ccccc32)c([N+](=O)[O-])c1
34: Cc1ccc(S(=O)(=O)c2nc(-c3ccc(F)cc3)oc2SCC(N)=O)cc1
35: COc1cccc(Sc2nc(-c3ccccc3)ncc2S(C)(=O)=O)c1
36: Cc1c(/C=C(\C#N)c2nn(-c3ccccc3)c(N)c2C#N)c2ccccc2n1Cc1ccc(F)cc1

Screen / compound no.	31	32	33	34	35	36
MC4R barr agon	-1.2	-1.8	-3.1	-1.3	2.0	-0.4
NR2F2 inh	2	3	/	4	-2	-5
MC4R antagonist	-4	-5	-6	1	5	-6
LRH-1 inv ag	4	2	24	3	7	16
EBV LMP1 NFkB	7	-7	-10	-5	-68	1
SRC3 inh	-16	13	-6	-25	-9	-1
NCOA2 inhibitor	-1	3	/	-5	-56	-26
NOD2-RIPK2 inh	0	8	-1	-4	-5	-4
TLR9-MyD88 inh	7	8	3	1	8	-8
NCOA1 inh	-7	9	-10	-8	-30	-3
ABHD5-PLIN5 inh	-3	-1	7	8	-4	3

37: O=C(c1cc(-c2ccc(Cl)cc2)nc2ccccc12)N1CCC1
38: CCc1ncc(/C=C2\C(=O)Nc3ccccc32)[nH]1
39: CCc1c(C)c2nncn2[nH]c1=O
40: O=C(CSc1oc(-c2ccccc2)nc1S(=O)(=O)c1ccccc1)NCC1CCCO1 (configuration not stated)
41: CCN(CC)C1Oc2cc3c(cc2C(c2cc(OC)c(O)c(OC)c2)C1C)OCO3 (configuration not stated)
42: COCCN(C(=O)Cc1cccs1)C(C(=O)NC1CCCC1)c1ccc(OC)c(OC)c1 (configuration not stated)

Screen / compound no.	37	38	39	40	41	42
MC4R barr agon	0.0	-0.5	0.3	-3.9	-3.4	-4.0
NR2F2 inh	18	-9	-5	-8	-7	-3
MC4R antagonist	4	-9	3	3	-12	11
LRH-1 inv ag	-19	-31	7	13	-8	15
EBV LMP1 NFkB	-3	-17	-7	-1	-2	1
SRC3 inh	-8	1	23	5	-2	9
NCOA2 inhibitor	-18	-5	0	4	1	3
NOD2-RIPK2 inh	-9	-5	-11	0	2	6
TLR9-MyD88 inh	-5	4	7	-3	-3	-2
NCOA1 inh	15	-5	-10	8	-4	-1
ABHD5-PLIN5 inh	4	0	2	6	-6	2

43: CC(C(=O)O)n1nc(-c2ccccc2)c2ccccc21 (configuration not stated)
44: COC(=O)c1ccc(S(=O)(=O)NCCc2ccccc2OC)n1C
45: CC(c1nc2ccccc2[nH]1)n1c(=O)c(-c2ccco2)nc2ccccc21 (configuration not stated)
46: COc1ccc(OC(=O)c2cc3ccccc3o2)cc1
47: COn1c(=O)c(-c2cccs2)[n+]([O-])c2ccccc21
48: CCC1=Nc2cc(C(=O)O)ccc2Sc2ccc(Cl)cc21
49: CCc1ccccc1NC(=O)C(Cc1cccc(OC)c1OC)c1nn[nH]n1 (configuration not stated)
50: CCNC(=O)CC1SC(=Nc2ccc(C)cc2)NC1=O (configuration not stated)
51: Cc1ccc(/C=C/C(=O)O)cc1S(=O)(=O)N(C)CCO

Screen / compound no.	43	44	45	46	47	48	49	50	51
MC4R barr agon	-1.5	-0.8	/	-2.1	-0.1	-1.0	-0.8	-1.9	-0.4
NR2F2 inh	10	21	-18	28	-20	12	-8	5	-7
MC4R antagonist	9	9	/	0	16	0	0	0	5
LRH-1 inv ag	22	11	16	13	1	18	7	4	15
EBV LMP1 NFkB	2	11	/	-10	-8	-9	-8	-4	8
SRC3 inh	-24	13	/	-3	-11	-22	14	-12	15
NCOA2 inhibitor	9	-19	-7	-10	-22	2	7	3	-9
NOD2-RIPK2 inh	-15	-7	-6	2	-2	-5	10	7	7
TLR9-MyD88 inh	4	-5	/	-9	-11	-3	5	-7	-8
NCOA1 inh	-14	-14	/	-3	-7	0	-25	-3	-28
ABHD5-PLIN5 inh	-7	2	52*	1	-3	-2	5	2	11
